High-throughput results deposited in PubChem BioAssay by National Center for Advancing Translational Sciences (NCATS).
Hsp90 Hop PPI = changes Hsp90-Hop TPR2A binding signal, up or down; AlphaScreen TPR2A-His6 binding biotin-Hsp90 C-terminal peptide; Potency, µM (top dose mostly 57 µM), for inactives: top-dose activity change, negative = inhibition; 71,000 tested, 0.44% active; AID 595; active = well fitted curve in either direction with a large enough effect; inconclusive = small, poorly fitted or top-dose-only effect, or another doubt; note: potency is the fitted concentration of half-maximal effect; % is set by controls: 0 for no effect and ±100 for the full control effect; many of its hits are not listed in these tables
A350 autofl = A350 region autofluorescence; Compound autofluorescence, 340/450 nm, Alexa 350 dye-equivalents; hits give high values; max dye-equivalent concentration, M; 59,000 tested, 11% active; in the data active = max dye-equivalent concentration above about 10 nM; inconclusive = mostly about 1.1 nM to 9.6 nM
ERK AVP inh = vasopressin-driven ERK pathway inhibition; 72,000 tested, 0.99% active; HEK293-V1b, vasopressin-stimulated pERK AlphaScreen; Potency, µM (titrated, usually from 57.5 µM), without a hit: at the highest dose activity, negative = inhibition, usual class: inhibitors; note: potency is the fitted concentration of half-maximal effect; % is set by controls: 0 for no effect and ±100 for the full control effect; nearly all actives have a fitted effect of over 55% in size
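Overnight-seeded V1b-HEK293 cells in 1% FBS got compound, then vasopressin (25 nM final, 5 min, 37C), then lysis buffer. AlphaScreen detection of phospho-ERK; activity normalized to basal and full-stimulation controls.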
Luciferase inh = firefly luciferase inhibition | 72,000 tested, 2.2% active | AID 411 | P08659 | Potency, µM (highest dose often 57.1 µM), for inactives: top-dose activity change, negative = inhibition, actives largely listed as inhibitors | purified firefly luciferase, luminescence, 8 min; note: potency is the fitted concentration of half-maximal effect; % is set by controls: 0 for no effect and ±100 for the full control effect; nearly all actives have a fitted effect of over 40% in size
Target sequence (P08659 whole entry, looked up): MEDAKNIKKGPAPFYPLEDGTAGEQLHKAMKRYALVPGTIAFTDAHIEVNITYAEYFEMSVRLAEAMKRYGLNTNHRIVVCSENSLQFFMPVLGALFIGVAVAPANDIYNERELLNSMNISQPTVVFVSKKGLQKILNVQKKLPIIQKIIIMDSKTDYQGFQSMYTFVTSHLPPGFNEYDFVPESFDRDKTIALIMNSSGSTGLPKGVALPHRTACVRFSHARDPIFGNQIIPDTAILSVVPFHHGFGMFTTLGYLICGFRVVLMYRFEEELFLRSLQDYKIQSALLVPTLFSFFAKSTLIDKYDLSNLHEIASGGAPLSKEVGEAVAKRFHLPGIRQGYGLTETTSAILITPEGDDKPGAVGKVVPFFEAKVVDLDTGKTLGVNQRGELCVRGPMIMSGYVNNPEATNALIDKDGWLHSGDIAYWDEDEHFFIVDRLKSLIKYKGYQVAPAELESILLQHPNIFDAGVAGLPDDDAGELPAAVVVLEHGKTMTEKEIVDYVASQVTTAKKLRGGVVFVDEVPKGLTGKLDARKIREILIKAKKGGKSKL
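Luminescence read-out after 8 min at room temperature; enzyme reaction used luciferin plus 10 uM ATP (linear range) in imidazole buffer pH 7.2 with KCl, MgCl2, Tween 20 and BSA. Each sample was run as a titration.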
HBB splice mod = hemoglobin beta splicing modulation. HBB splicing reporter cell assay, activation; EGFP reporter with mutant IVS2-654 intron; response scale: normalised to 500 nM splice-correcting PNA. Potency, µM (series often up to 46.1 µM), for the others: at the highest dose activation, hits mostly activators. 65,000 tested, 0.06% active. AID 925; note: potency is the fitted concentration of half-maximal effect; 0% is about no effect
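HeLa cells stably expressing EGFP interrupted by mutant beta-globin intron 2 (IVS2-654), 500/well in 2% FCS. Treated with compound for 2 days at 37C. Splicing correction scored as total well GFP intensity (488 nm excitation, 500-520 nm emission); 500 nM antisense PNA served as control.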
Texas Red fluor = Texas Red region autofluorescence; Compound fluorescence, Texas Red channel, 547/618 nm; hits give high values; max dye-equivalent concentration, M; 59,000 tested, 0.06% active; in the data active = max dye-equivalent concentration above about 10 nM; inconclusive = between about 1.1 nM and that limit
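Fluorescence at ex 547/em 618 nm, normalized against an on-plate Texas Red standard series to give dye-equivalent concentration per compound concentration. Buffer 100 mM Tris, pH 8.0; 15 min RT incubation before CCD imaging.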
UbGFP stabilizer = ubiquitin-GFP accumulation via proteasome inhibition; Ubiquitin-GFP reporter cells, proteasome inhibition, GFP fluorescence; response scale: untreated = 0%, 10 µM MG-132 = 100%; Potency, µM (highest dose often 45.9 µM), for inactives: at the top dose activation (GFP accumulation), hits mostly activators; 67,000 tested, under 10 active; AID 526; active = well fitted activation curve with a large enough effect, not every such curve was filed as active; inconclusive = small, poorly fitted or top-dose-only effect, or another doubt; inactive = no such curve, though single readings can be large or run the other way; note: potency is the fitted concentration of half-maximal effect
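Reporter cells (U2OS, ubiquitin-G76V-GFP fusion) are plated overnight, then treated 4 hr at 37 °C with compound titrations from 46 uM down to 2.9 nM. Activity is scaled against untreated cells and 10 uM MG-132.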
Fluorescein autfl = fluorescein region autofluorescence; Compound autofluorescence, 480/540 nm, fluorescein-equivalent; hits give high values; max fluorescein-equivalent concentration, M; 59,000 tested, 0.91% active; in the data active = max fluorescein-equivalent concentration above about 10 nM; inconclusive = between about 1.1 nM and that limit
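Normalized response (dye-equivalent concentration) derives from comparing each well's 540 nm emission, under 480 nm excitation, with plate-resident fluorescein standards. Compounds were held in 100 mM Tris, pH 8.0, for 15 min at room temperature.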
CRE-bla Fsk = alters forskolin-stimulated CRE reporter signaling in CHO cells | CHO CRE-bla reporter (cAMP response element driving beta-lactamase), forskolin EC10, beta-lactamase ratio | Potency, µM (highest dose often 38.2 µM), without a hit: at the top dose activity change, negative = inhibition, most hits filed as activators | 71,000 tested, 2.5% active; active = well fitted activation curve with a large enough effect in the signal ratio, with a control signal flat, not every such curve was filed as active; inconclusive = small, poorly fitted or top-dose-only effect, or effect the other way, or a change in a side signal; the % refers to the signal ratio; note: potency is the fitted concentration of half-maximal effect; % of control where 0% means no effect
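Using CellSensor CRE-bla CHO cells in Opti-MEM with 0.5% dialyzed FBS, compounds were titrated with EC10 NKH 477 for 3 h at 37 °C. CCF4 ratio (460/530 nm) gave %Activity; AC50 derived.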
Epigenetic mod = epigenetic modulators derepressing GFP locus in mouse cells; Potency, µM (titrated, usually from 46.1 µM), without a hit: top-dose GFP derepression (activation); 68,000 tested, 0.09% active; mouse C127i GFP locus derepression, cytometry, 30 h; AID 597; note: % of control where 0% means no effect
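Derepression screen: silenced CMV-GFP reporter in murine C127i cells, 30 h compound incubation at 37 C, washed cells imaged by laser-scanning cytometer to enumerate GFP-expressing objects of 20 to 120 um.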
4-MU autofl = compounds fluorescent in 4-MU spectral region; compound autofluorescence, 340/450 nm, 4-MU equivalents; hits give high values; max dye-equivalent concentration, M; 59,000 tested, 11% active; in the data active = max dye-equivalent concentration above about 10 nM; inconclusive = mostly about 1.1 nM to 9.6 nM
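Compounds in 100 mM Tris, pH 8.0, sat 15 min at room temperature before fluorescence was read at 340 nm excitation/450 nm emission; a per-plate six-point 4-MU standard curve converted signals to dye-equivalent concentration at each compound concentration.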
The depositor's hits bear a star; i = inactive; u = inconclusive; x = not tested or not shown; & = joins results of further samples; ! = a repeat was not active; [ ] = dose if it differs, or a comment. Unless noted, calls come from the whole dose curve; as a rule, active = well fitted curve in the direction sought with a large enough effect; inconclusive = small, poorly fitted or top-dose-only effect, or another doubt; inactive = no such curve, though single readings can be large; an effect the other way counts as inactive or inconclusive. This is a subset. The share of hits here may be higher or lower than overall.

SMILES	Hsp90 Hop PPI	A350 autofl	ERK AVP inh	Luciferase inh	HBB splice mod	Texas Red fluor	UbGFP stabilizer	Fluorescein autfl	CRE-bla Fsk	Epigenetic mod	4-MU autofl
COCc1ccccc1Cn1cnc2c1c(=O)n(C)c(=O)n2C	-2%	u	-28%	-1%	-0.2%[0.369 µM]	i	x	i	19%	-2%	u
CCOc1cc2[nH]c(=O)n(CCCCCC(=O)NCc3ccc4c(c3)OCO4)c(=O)c2cc1OCC	2%	i	31%[activator]	2%	-3.0%	i	-7%	i	u	0%	i
CCc1ccc(NC(=O)Cn2c(=O)n(CCCC(=O)NCc3ccco3)c(=O)c3ccccc32)cc1	4%	i	u	2%	0.7%	i	5%	i	u	0%	i
COc1ccc(C2C(C(=O)c3ccco3)=C(O)C(=O)N2CCc2ccccc2)cc1OC (stereo unspecified)	-11%	i	-19%	-33%	0.6%	u	0%	u	-3%	-2%	i
CCOC(=O)c1ccc(NCC(O)COc2ccccc2)cc1 (stereo unspecified)	x	u	x	0%[25.5 µM]	x	i	x	i	x	5%[20.6 µM]	i
O=C(c1cccc(F)c1)N1CCC2(CCCN(c3cccc(-c4ccccc4)c3)C2)CC1	-10%	i	-20%	1%[11.4 µM]	u	i	-3%	u	-7%	-2%[9.22 µM]	i
COc1ccc(OC)c(CNC(=O)CCc2nc(-c3cccs3)no2)c1	0%	x	-16%	2%	-1.0%	x	0%	x	2%	0%	x
COc1ccc(NC(=O)N2CC3(CCN(S(C)(=O)=O)CC3)C2)cc1	1%	i	13%	-2%[11.4 µM]	1.8%	i	-9%	u	-9%	-2%[9.22 µM]	i
O=c1c2cc(Cl)ccc2[nH]c(=S)n1Cc1ccco1	-2%	u	3%	4%	0.9%[0.369 µM]	u	x	i	u	4%	i
O=C(NCc1ccco1)c1cccc(S(=O)(=O)N2CCCCC2)c1	-6%	i	u	0%	-0.2%	i	6%	i	-6%	5%	i
COC(=O)c1nn(-c2ccc(-c3ccccc3)cc2)cc1O	0%	x	u	3.2µM*	-2.5%	x	-3%	x	14%	2%	x
Cc1cc(C)nc(SCc2nnc(SCC(=O)Nc3ncc(C)s3)n2Cc2ccco2)n1	-2%	i	-8%	2%	3.6%	i	9%	u	u	-1%	i
COc1ccc(C(=O)OC(C)CN2CCOCC2)cc1OC (stereo unspecified)	-1%	i	-23%	1%	1.2%	i	3%	i	13%	0%	i
Cc1occc1-c1nnc(SCCCC(=O)c2ccc(F)cc2)n1C	-2%	i	-15%	4%	2.3%[1.84 µM]	i	6%	i	2%	-2%	i
Cc1cc(C)nc(N(C#N)CC(=O)c2ccccc2)n1	-2%	i	-17%	u	-0.5%	i	7%	i	-13%	0%	i
O=C(O)c1cc2cc(F)ccc2[nH]1	-5%&-9%	1.7e-08M*!	21%	1%	0.8%[1.84 µM]	i	6%&0%	u	u	7%	1.6e-08M*!
CCCCCCCCCC[Si](C)(C)CCC(=O)N[C@@H](Cc1ccc(C)cc1)c1ccccc1	0%	i	13%	-2%	-0.8%	i	2%	u	0%	0%	i
O=C(CCCOc1ccc(Cl)cc1Cl)N1CCN(c2ccccn2)CC1	-3%	u	40µM*	0%	0.4%	i	0%	u	u	-3%	i
Cc1ccc(-n2nc3c(c2NC(=O)C(C)(C)C)CSC3)c(C)c1	-3%	i	-7%	1%	0.0%	i	5%	i	-16%	2%	i
COc1ccc(C2CC(c3ccc(Cl)cc3)n3nc(N)nc3N2)cc1 (stereo unspecified)	-5%[2.3 µM]	x	u	0%	-0.2%	x	-12%	x	-10%	x	x
COc1ccccc1NS(=O)(=O)c1ccc(O)c(C(N)=O)c1	-1%	i	-13%	1%	0.7%	i	-3%	i	-3%	0%	i
COc1cc(OC)c2c(C)cc(=O)oc2c1	-1%	2.7e-07M*	3%	1%	0.0%[57.5 µM]	i	3%	u	u	3%	2.7e-07M*
CC1CN(C(=O)CN2C(=O)NC3(CCCCCCC3)C2=O)CC(C)O1 (stereo unspecified)	-2%	i	-1%	-3%	-0.9%	i	-4%	u	u	-1%	i
COc1ccc(/C=C/C(O)=C2/C(=O)N(C)C3(C)CC2c2ccccc2O3)cc1 (stereo unspecified)	7%	2.8e-08M*	19%	0%	-2.0%	i	-9%	i	u	1%	3.2e-08M*
COc1ccccc1-c1nc(C#N)c(N2CCN(c3cccc(Cl)c3)CC2)o1	-5%	1e-07M*	4%	2%	-1.8%[0.369 µM]	u	-1%	i	3%	-2%	1e-07M*
COc1cccc(-c2nc(NC(C)C)c3ccccc3n2)c1O	x	i	x	-3%[25.5 µM]	x	i	x	i	x	2%[20.6 µM]	i
O=C(CSc1ncn[nH]1)Nc1nnc(-c2ccccc2)s1	-1%	x	-13%	-29%	0.3%	x	-9%	x	-9%	-6%	x
COC(=O)CC1Oc2ccccc2N(Cc2ccccc2)C1=O (stereo unspecified)	9%	x	11%	0%	-1.0%	x	6%	x	4%	-7%	x
CC(=NCc1cccnc1)C1=C(O)c2ccccc2C1=O	-3%	x	-13%	-7%	-0.1%	x	-12%	x	u	-5%	x
CCCCCC1CC(CC#CCN2CCOCC2)C(=O)O1 (stereo unspecified)	x	i	x	2%[25.5 µM]	x	i	x	i	x	0%[20.6 µM]	i

Molecules shown so far that contain a cyano group:
SMILES	Hsp90 Hop PPI	A350 autofl	ERK AVP inh	Luciferase inh	HBB splice mod	Texas Red fluor	UbGFP stabilizer	Fluorescein autfl	CRE-bla Fsk	Epigenetic mod	4-MU autofl
Cc1cc(C)nc(N(C#N)CC(=O)c2ccccc2)n1	-2%	i	-17%	u	-0.5%	i	7%	i	-13%	0%	i
COc1ccccc1-c1nc(C#N)c(N2CCN(c3cccc(Cl)c3)CC2)o1	-5%	1e-07M*	4%	2%	-1.8%[0.369 µM]	u	-1%	i	3%	-2%	1e-07M*

New compounds follow
SMILES	Hsp90 Hop PPI	A350 autofl	ERK AVP inh	Luciferase inh	HBB splice mod	Texas Red fluor	UbGFP stabilizer	Fluorescein autfl	CRE-bla Fsk	Epigenetic mod	4-MU autofl
O=C(O)CCC1COc2ccccc2O1 (stereo unspecified)	-3%	i	-20%	4%	-0.1%	i	7%	i	8%	u	i
Cn1cc(-c2nc3cnc(N4CCNCC4)nc3n(Cc3ccc(F)cc3)c2=O)c2ccccc21	u	i	21%	1%[11.4 µM]	u	i	-8%	i	u	-8%[9.22 µM]	i
O=S(=O)(c1ccc(OCC(O)CN2CCN(c3ccc(F)cc3)CC2)cc1)N1CCOCC1 (stereo unspecified)	-5%	u	4%	0%	-2.3%	u	2%	i	-7%	1%	i
CC(=O)O[C@H]1CC[C@@]2(C)C(=CC[C@@H]3[C@@H]4CC[C@H](c5cc(C(F)(F)F)n(C(C)=O)n5)[C@]4(C)CC[C@@H]32)C1	-3%[11 µM]	i	11%[11.5 µM]	3%[11.4 µM]	-1.1%[9.22 µM]	i	-6%[9.17 µM]	i	-16%[7.6 µM]	-6%[9.22 µM]	i
O=C(COC(=O)C1CC2C=CC1C2)NCc1ccco1 (stereo unspecified)	-2%	i	1%	-1%	-0.1%	u	-1%	i	u	1%	i
Cc1nc2cc(N3CCCCC3)c(NC(=O)c3cccnc3)cc2c(=O)n1Cc1ccccc1	-4%	1.1e-08M*	11%	2%	0.4%	i	16%	i	u	0%	u
Cn1ccnc1SCC(=O)c1cc2ccccc2o1	-15%	i	3%	-18%	0.3%[57.5 µM]	i	7%	i	-9%	2%	i
FC(F)(F)c1ccccc1-c1ccc2ncnc(NC3CCNCC3)c2c1	1%	i	7%	0%[2.29 µM]	-0.4%	i	3%	i	u	0%[9.22 µM]	i
Cn1cccc1C(=O)N1CCC[C@@]2(CCN(Cc3nccs3)C2)C1	-5%	i	0%	1%[11.4 µM]	-0.9%	i	-3%	i	-3%	5%[9.22 µM]	i
C=C1C[C@@]23C[C@]1(O)CC[C@@H]2[C@]12C=C[C@@H](O)[C@](C)(C(=O)O1)[C@H]2[C@H]3C(=O)O	1%[26 µM]	i	3%[25.7 µM]	-3%[25.5 µM]	0.5%[20.6 µM]	i	4%[20.5 µM]	u	5%[17.1 µM]	2%[20.6 µM]	i
Cc1ccc2c(COn3nnc4ccc(S(=O)(=O)N(C)C)cc43)cc(=O)oc2c1C	-2%	i	1%	-41%	-4.9%	i	0%	u	u	0%	i
O=C(Oc1ccnc2cc(Cl)ccc12)N1CCOCC1	-8%[11 µM]	x	-1%	1%	-4.4%[0.0738 µM]	x	24%[9.17 µM]	x	u	-4%	x
CCn1c(NCc2ccc(N(C)C)cc2)nc2ccccc21	-19%	i	u	-21%	x	u	-4%	i	-5%	-1%	i
CCOc1c(Cl)cc(C(=O)NCCN2CCCCC2)cc1Cl	-3%	u	0%	2%	0.5%	i	10%	u	-5%	0%	u
